Integrin act MD: activators of alpha7 integrin expression for muscular dystrophy; alpha7betagal myoblasts, beta-gal FDG fluorescence, 48 h; Potency, µM (doses to about 38.3 µM), for the others: at the top dose activation, usual class: activators; 350,000 compounds, 0.064% hits; AID 624291;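 further: potency means the concentration at half of the fitted maximal effect; 100% = response of the positive control SU9516; nearly all actives have a fitted effect of over 60% in size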
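Alpha7betagal+/- myoblasts (passage 13) were plated 16-24 hr, then exposed to compounds (1:260 dilution of DMSO stock) for 48 hours at 37C. After MPER lysis, β-galactosidase reporter activity was read as FDG fluorescence (ex 480/em 540) after 30 minutes.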
AT treatment: candidate therapy for ataxia-telangiectasia; […] A-T fibroblasts, KAP-1 phosphorylation AlphaLISA; neocarzinostatin DNA damage 30 min before lysis; Potency, µM (top dose mostly 57.5 µM), for inactives: top-dose activation, hits mostly activators; 320,000 compounds, 0.19% hits; AID 485349; further: potency means the concentration at half of the fitted maximal effect; % of control where 0% means no effect; nearly all actives have a fitted effect of over 45% in size
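ATM-like activity read as KAP-1 phosphorylation via AlphaLISA donor/acceptor antibody pairs after lysis and 6 hr at 25C. Cells were ATM-null patient fibroblasts ([…], hTERT), dosed 60 min, then exposed to the DSB inducer NCS for 30 min.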
PTAP TSG101 blk: blocks PTAP/TSG101 interaction to inhibit HIV-1 budding; Fluorescence polarization, FITC-PTAP peptide / Tsg101 binding; Potency, µM (top dose mostly 115 µM), inactives show at the highest dose activity change, negative = inhibition, usual class: inhibitors; 340,000 tested, under 10 active; AID 493005; active means well fitted inhibition curve with a large enough effect in the main read-out, with a control signal flat, not every such curve was filed as active; inconclusive means small, poorly fitted or top-dose-only effect, or effect the other way, or a change in a side signal; inactive means no such curve, though single readings can be large or run the other way; further: potency means the concentration at half of the fitted maximal effect; % of control where 0% means no effect
Target sequence (Q99816 whole entry, looked up): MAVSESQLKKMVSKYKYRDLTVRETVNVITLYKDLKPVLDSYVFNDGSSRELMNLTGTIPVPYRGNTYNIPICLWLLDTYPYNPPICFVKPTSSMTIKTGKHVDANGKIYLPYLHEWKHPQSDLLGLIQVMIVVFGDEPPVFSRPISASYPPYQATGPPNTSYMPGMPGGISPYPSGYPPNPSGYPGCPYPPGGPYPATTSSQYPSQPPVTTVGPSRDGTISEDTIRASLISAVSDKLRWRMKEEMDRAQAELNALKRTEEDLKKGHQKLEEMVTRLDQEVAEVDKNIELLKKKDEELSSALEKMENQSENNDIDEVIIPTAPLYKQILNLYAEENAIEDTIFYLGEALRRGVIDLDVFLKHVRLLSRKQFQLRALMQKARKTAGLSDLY
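Steps: Tsg101 binding domain dispensed (10 uM final), compounds pinned in DMSO, FITC-labeled PTAP-motif peptide added (50 nM final); after 20 min binding at room temperature, polarization measured.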
TCR act: activates T cell receptor signaling; primary human leukocytes, anti-CD3, IL-2 HTRF, 48 h; Potency, µM (titrated, usually from 9.22 µM), for the others: at the highest dose activation of IL-2 secretion, actives largely listed as activators; 330,000 tested, under 10 active; further: % of control where 0% means no effect
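IL-2 release read by HTRF sandwich (Eu cryptate donor, d2 acceptor, 665 nm emission) after 48 hr exposure of primary human leukocytes to compound together with anti-CD3 beads in the absence of co-stimulatory signals.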
Mito fusion act: blocks mitochondrial division or promotes mitochondrial fusion; S. cerevisiae fusion-defective mutant growth rescue, CellTiterGlo 48 h; Potency, µM (series often up to 46.1 µM), for the others: top-dose growth rescue (activation), hits mostly activators; 320,000 compounds, 0.23% hits;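 further: potency means the concentration at half of the fitted maximal effect; % of control where 0% means no effect; nearly all actives have a fitted effect of over 45% in size; temperature-sensitive fusion mutants such as fzo1-1 at 37 °C on non-fermentable ethanol glycerol medium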
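S. cerevisiae fusion-defective temperature-sensitive mutants (e.g. fzo1-1, mgm1-5) grown 48 h at 37C in YPEG (ethanol/glycerol non-fermentable) medium with 23 nl compound per well; growth rescue read as CellTiterGlo luminescence.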
Chronic BCR inh: blocks chronic active B-cell receptor signaling; ABC-DLBCL IkBa-CBG/CBR reporter, luminescence ratio, 4 h; Potency, µM (titrated, usually from 46.1 µM), for inactives: at the highest dose ratio change, negative = lower green/red ratio, hits mostly inhibitors; 340,000 compounds, 0.05% hits; AID 493014; active means well fitted inhibition curve with a large enough effect in the signal ratio, with a control signal flat, not every such curve was filed as active; inconclusive means small, poorly fitted or top-dose-only effect, or effect the other way, or a change in a side signal; the % refers to the signal ratio;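 further: potency means the concentration at half of the fitted maximal effect; plate controls were basal doxycycline-induced cells for no effect and cells given 10 µM MG132 for full effect; MG132 reads +100%, hits lower the ratio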
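Compounds up to 46 uM were incubated four hours with TMD8 cells whose green CBG68 luciferase is fused to IkappaBalpha; red CBR luminescence normalised the signal, and concentration-effect curves were fitted to fusion, red and ratio data.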
ELG1 repair inh: ELG1-dependent DNA repair inhibition; HEK293T ELG1-luciferase reporter, luminescence, 16 h; DNA damage induced by 5-fluorouridine; Potency, µM (highest dose often 46.1 µM), for the others: at the highest dose activity change, negative = inhibition, actives largely listed as inhibitors; 330,000 compounds, 2.3% hits; further: potency means the concentration at half of the fitted maximal effect; on the % scale 0 is the no-effect control and ±100 the full control effect; nearly all actives have a fitted effect of over 55% in size
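In this reporter screen, reduction of luminescence relative to DMSO vehicle indicated activity. Compounds and 5-fluorouridine were added together to 2,000 cells per well, incubated for 16 hr at 37 °C, then developed with ONE-Glo.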
Tb PFK inh: inhibitors of T. brucei phosphofructokinase; T. brucei PFK, ADP-Glo luminescence; 330,000 compounds, 0.17% hits; Potency, µM (titrated, usually from 57.5 µM), inactives show at the highest dose activity, negative = inhibition, hits mostly inhibitors; O15648;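 further: potency means the concentration at half of the fitted maximal effect; 0% = uninhibited 1x PFK enzyme wells and -100% = no-enzyme wells; nearly all actives have a fitted effect of over 60% in size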
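Luminescent ADP detection (ADP-Glo, two-step: ATP depletion then ADP-to-ATP conversion for luciferase) reported PFK activity after 45 min room-temperature reaction of 1.25 nM enzyme with 0.5 mM F6P and 0.1 mM ATP at pH 8.0.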
ASM inhibitor: blocks human secretory acid sphingomyelinase; AID 504937; 340,000 compounds, 0.006% hits; placental ASM, HMU-PC fluorogenic substrate, 60 min; Potency, µM (highest dose often 57.5 µM), inactives show at the top dose activity change, negative = inhibition, hits mostly inhibitors; further: potency means the concentration at half of the fitted maximal effect
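Human placenta-derived ASM preincubated with compound 10 min at room temperature, then reacted with 9 uM (final) fluorogenic HMU-PC substrate for 60 min at 37 C. Stop solution raises pH to 10; fluorescence read at Ex 386/Em 447 nm.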
TSHR antagonist: blocks TSH signaling through the human TSH receptor; P16473; TSHR-expressing cells, TSH-stimulated cAMP HTRF, 2 h; active compounds read low; activity change, negative = inhibition, % at 11.5 µM; 330,000 compounds, 0.2% hits; AID 504810;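 active means activity change below a set negative limit, meaning inhibition stronger than a set level, cut at about -70% in these data; inconclusive means activity change between two set negative limits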; further: on the % scale 0 is the no-effect control and ±100 the full control effect
Target sequence (P16473 whole entry, looked up): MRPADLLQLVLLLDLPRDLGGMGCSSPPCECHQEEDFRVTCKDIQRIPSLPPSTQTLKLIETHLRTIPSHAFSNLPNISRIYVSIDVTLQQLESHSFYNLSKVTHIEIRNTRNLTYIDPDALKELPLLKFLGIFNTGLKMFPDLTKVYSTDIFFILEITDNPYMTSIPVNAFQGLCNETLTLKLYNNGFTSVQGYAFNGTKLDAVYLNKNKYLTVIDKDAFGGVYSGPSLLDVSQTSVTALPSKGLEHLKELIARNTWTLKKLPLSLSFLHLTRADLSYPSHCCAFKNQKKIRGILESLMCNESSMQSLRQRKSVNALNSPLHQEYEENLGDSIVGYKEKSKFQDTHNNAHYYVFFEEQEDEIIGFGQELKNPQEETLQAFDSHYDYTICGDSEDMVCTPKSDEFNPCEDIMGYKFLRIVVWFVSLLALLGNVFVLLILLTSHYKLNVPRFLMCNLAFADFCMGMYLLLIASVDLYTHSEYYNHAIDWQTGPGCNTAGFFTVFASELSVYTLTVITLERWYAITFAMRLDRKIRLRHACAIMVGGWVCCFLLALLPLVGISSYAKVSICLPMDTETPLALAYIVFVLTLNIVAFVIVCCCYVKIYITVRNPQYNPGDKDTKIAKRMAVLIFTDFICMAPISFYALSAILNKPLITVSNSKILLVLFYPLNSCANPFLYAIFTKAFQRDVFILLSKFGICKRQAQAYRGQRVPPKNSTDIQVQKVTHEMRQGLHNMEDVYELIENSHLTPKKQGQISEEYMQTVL
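Inhibition of cAMP made by TSHR-expressing cells under TSH stimulation (4nM final, EC80; 2 h, 37 deg C) is quantified with a one-step lysis HTRF kit, anti-cAMP cryptate versus cAMP-d2.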
Eya2 inh: Eya2 (human) phosphatase inhibition; 330,000 compounds, 0.006% hits; O00167; Potency, µM (series often up to 76.9 µM), for inactives: top-dose activity, negative = inhibition, hits mostly inhibitors; recombinant Eya2, OMFP fluorescence dephosphorylation (OMFP is methylfluorescein phosphate); further: potency means the concentration at half of the fitted maximal effect; on the % scale 0 is the no-effect control and ±100 the full control effect
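Eya2 (0.2 uM) preincubated 10 min at ambient with compound, then OMFP substrate added at 50 uM; 10 min reaction in 50 mM HEPES pH 7.5, 50 mM NaCl, 5 uM MgCl2, 0.05% BSA, 1 mM DTT. Fluorescence read at Ex 485/Em 525 nm.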
The depositor's hits bear a star; ? = inconclusive; nt = no result given; [ ] = dose if it differs, or a comment. Unless noted, the call rests on the fitted dose curve; in most records, active means well fitted curve in the direction sought with a large enough effect; inconclusive means small, poorly fitted or top-dose-only effect, or another doubt; inactive means no such curve, though single readings can be large; an effect the other way counts as inactive or inconclusive. Not a hit list; about 3.2% have a hit in one of these screens.

mol	Integrin act MD	AT treatment	PTAP TSG101 blk	TCR act	Mito fusion act	Chronic BCR inh	ELG1 repair inh	Tb PFK inh	ASM inhibitor	TSHR antagonist	Eya2 inh
COC(=O)C1=C(CS(=O)(=O)c2cc(Cl)ccc2OC)NC(=O)NC1c1ccc(O)c(OC)c1 (configuration not stated)	5.6%	-4.3%	3.2%	-1.3%	-5.6%	-3.4%	11.3%	-1.6%	-0.6%	6.5	3.2%
COCCNc1cc(N)c([N+](=O)[O-])cc1[N+](=O)[O-]	-13.9%	-4.8%	1.8%	1.5%[46.1 µM]	4.0%	-0.1%	2.7%	-1.7%	-6.0%	2.0	-4.9%
CCOc1ccc(S(=O)(=O)NCCSCc2ccco2)cc1	5.9%	-0.5%	-9.1%	-13.2%	7.6%	4.2%	6.6%	0.1%	106.9%[activator]	-0.2	2.4%
O=C(Nc1ccc(Cl)cc1)Nc1nc(-c2ccccc2)cs1	-13.7%	0.0%	-2.6%	2.1%	-20.6%	?	-5.4%	0.4%	4.4%	-15.5	4.0%
Cc1cc(Cl)ccc1C(=O)C1CCCN(C(=O)c2nonc2C)C1 (configuration not stated)	3.3%	17.5%	-2.3%	-42.6%	4.4%	-8.3%	?	0.9%	-4.8%	-3.7	-4.1%
CCn1c(SCC(=O)OC2CCCCC2)nnc1-c1ccncc1	-20.6%	-4.7%	-5.1%	nt	6.4%	4.2%	8.1%	-17.8%	2.8%	-1.6	17.9%
COc1cc2c(cc1OC)C(c1cccc(Cl)c1)CC(=O)N2 (configuration not stated)	-3.1%	9.1%	-3.1%	-4.1%	0.5%	-19.9%	0.0%	0.9%	-3.5%	-6.1	-1.2%
COc1ccccc1NC(=O)C(C)Sc1nnnn1C (configuration not stated)	-10.4%	10.4%	-7.1%	-5.9%	0.4%	-0.4%	10.1%	2.9%	-0.2%	1.5	-5.2%
O=C(CNS(=O)(=O)c1ccc2ccccc2c1)OCc1csc(-c2ccccc2)n1	0.5%	-2.4%	0.0%	-2.9%[46.1 µM]	15.0%	-11.7%	?	-0.5%	-14.2%	-14.3	-2.3%
CCOC(=O)c1nnn2c1nc(N1CCN(c3ccccc3)CC1)c1ccccc12	16.1%	-2.5%	0.7%	-2.6%	-0.1%	-2.6%	?	1.3%	-27.2%	-3.4	?
CC1(C)O[C@@H]2[C@H](O1)[C@@H](CO)O[C@H]2n1c(N2CCCCC2)nc2c(N)ncnc21	-10.3%	5.6%	2.4%	-0.8%	-3.0%	?	-18.7%	1.4%	3.2%	-5.0	1.4%
CCOC(=O)CNc1nc(OCC#N)nc(N2CCOCC2)n1	14.6%	-1.6%	-5.9%	-5.6%	-1.2%	-3.9%	14.3%	-3.4%	-0.5%	-0.5	-13.3%
O=C(NN=Cc1ccc(OC(F)F)cc1)c1ccc(NS(=O)(=O)c2cccs2)cc1	-11.5%	7.9%	-4.5%	1.1%	nt	?	19.1%	-0.4%	-9.7%	nt	-25.5%
CNc1nc(Nc2ccc(C)c(Cl)c2)c2cnn(C)c2n1	-17.1%	-4.5%	0.0%	-3.5%	9.7%	0.1%	?	-6.8%	-14.0%	0.1	-6.0%
C=CCN(CC=C)C(=O)Cc1ccc(F)cc1	-11.4%	1.3%	-2.7%	-8.2%	-6.1%	9.7%	2.3%	-9.7%	-2.0%	3.6	16.9%

(continued)
mol	Integrin act MD	AT treatment	PTAP TSG101 blk	TCR act	Mito fusion act	Chronic BCR inh	ELG1 repair inh	Tb PFK inh	ASM inhibitor	TSHR antagonist	Eya2 inh
O=C(c1ccc(Cn2cc(Br)cn2)cc1)N1N=C(C(F)F)CC1(O)C(F)F (configuration not stated)	1.1%	4.1%	-2.0%	-0.4%[46.1 µM]	13.0%	?	-20.4%	-9.3%	-0.1%	6.5	-5.4%
Cc1cccc(C(=O)O/N=C(\N)c2ccc(Cl)cc2)c1	?	8.8%	1.5%	-4.9%	4.7%	1.3%	?	-8.0%	-2.0%	-2.5	-6.7%
O=C(CN1CCN(S(=O)(=O)/C=C/c2ccccc2)CC1)Nc1ccc(N2CCOCC2)cc1	1.2%	0.5%	-2.0%	4.5%	1.6%	0.9%	12.1%	2.4%	8.5%	-1.9	-10.0%
CCCCCN(C(=O)CN(C)Cc1ccc(OC)cc1OC)c1c(N)n(CCCC)c(=O)[nH]c1=O	-28.4%	3.5%	-3.4%	-2.0%	3.6%	-13.1%	0.5%	1.8%	2.5%	0.3	10.8%
COC(=O)c1c(C)nc(C)c(C(=O)OC)c1-c1ccc(OC)c(OC)c1	0.0%	-2.8%	-0.3%	-5.2%	-1.1%	?	-1.9%	1.9%	4.7%	-8.9	13.5%
Cn1c(-c2ccccc2F)cc2onc(-c3ccccc3)c2c1=O	16.4%	20.1%	nt	1.9%	?	?	?	0.8%	-6.7%	-10.3	-23.6%
O=C(Cc1cccc(C(F)(F)F)c1)Nc1ccc(S(=O)(=O)N2CCCC2)cc1	-10.8%	3.9%	-0.1%	-9.2%	-0.4%	-6.8%	-13.1%	?	-0.3%	-4.8	-10.6%
Cc1ccccc1OCCC(=O)N1CCN(S(=O)(=O)c2ccc(F)cc2)CC1	39.5%	-13.4%	-0.6%	0.4%	-0.1%	-0.3%	3.6%	-1.5%	-2.0%	4.3	-4.2%
Cc1cc(C)n(-c2ccc(NC(=O)C3CCCCN3C(=O)c3cc(C)oc3C)cc2)n1 (configuration not stated)	9.6%	3.7%	-5.4%	1.7%	-8.1%	?	-5.4%	0.1%	-2.6%	19.4	2.0%
C=C(C)COc1ccc2c(C)c(CC(=O)N3C[C@H]4C[C@@H](C3)c3cccc(=O)n3C4)c(=O)oc2c1C	-16.0%	-1.9%	-5.4%	6.3%	-0.4%	8.3%	-21.4%	1.7%	2.3%	-8.5	4.2%
COc1ccc(NC(=O)CSc2nc3ccccc3c(=O)n2CCCC(=O)NCC2CCCO2)c(OC)c1 (configuration not stated)	-23.0%	4.9%	0.5%	8.0%	8.8%	-13.3%	?	-0.7%	-2.0%	7.3	5.7%
COc1ccc(N=C2C(=Nc3ccc(OC)cc3)N(c3ccc(N(C)C)cc3)C(=S)N2c2ccc(OC)cc2)cc1	-35.6%	-2.4%	-2.0%	0.2%	-3.2%	?	?	-1.7%	-9.9%	-4.3	9.0%
CCOC(=O)c1c(C)c(C#N)c2c3ccccc3ccn12	6.9%	-0.1%	5.7%	-1.2%	-4.4%	17.4%	?	3.3%	-0.1%	9.0	5.0%
COc1ccc(CN2C(=O)C(=O)N(CC(N)=O)C2=O)cc1	1.5%	-0.8%	-2.1%	2.4%	15.9%	0.1%	14.6%	0.4%	-2.3%	-2.3	-3.1%
COc1cc(CN2CCc3ccccc3C2)ccc1O	-52.4%[inhibitor]	-9.9%	0.2%	0.1%	-2.9%	?	?	0.0%	-1.1%	2.6	7.1%

Further structures:
mol	Integrin act MD	AT treatment	PTAP TSG101 blk	TCR act	Mito fusion act	Chronic BCR inh	ELG1 repair inh	Tb PFK inh	ASM inhibitor	TSHR antagonist	Eya2 inh
CO/N=C/C(c1ccc(Cl)nc1)S(=O)(=O)c1ccccc1 (configuration not stated)	-20.1%	-5.9%	-0.3%	1.6%	14.3%	?	-1.4%	0.6%	-4.1%	1.6	-1.1%
COC(=O)c1cc(C(=O)OCC(=O)c2ccc[nH]2)cc([N+](=O)[O-])c1	0.0%	16.6%	-6.1%	-1.4%	7.0%	-2.9%	0.8%	-9.1%	4.7%	-8.6	-7.2%
COc1ccc(C(=O)OCC(=O)NC2CC2)cc1F	1.2%	15.8%	-8.3%	3.6%[46.1 µM]	nt	4.5%	9.9%	1.6%	10.0%	-5.0	-10.0%
CC1CCC(NC(=O)c2cc3ccccc3cc2O)CC1 (configuration not stated)	10.0%	-1.8%	-2.7%	-1.1%	22.4%	?	?	-0.4%	39.6%[activator]	-17.3	-15.6%
O=C(c1ccco1)N1N=C(c2cccs2)CC1c1ccccc1O (configuration not stated)	28.6%	0.3%	-1.1%	13.1%	17.6%	4.9%	-19.9%	-2.5%	-0.5%	5.1	-1.2%

Assay outcomes from PubChem BioAssay.
